Compound activity as filed in PubChem.
Rv3671c inh = Rv3671c serine protease inhibitors, primary screen, biochemical, fluorescence polarization, M. tuberculosis H37Rv. P9WHR9. inhibition, % at 5.96 µM. 320,000 compounds, 0.048% hits. AID 2606, 2010; in the data active means inhibition above about 38%;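 further: extracellular domain of Rv3671c used as enzyme; 0% = enzyme with DMSO and 100% = no enzyme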
Target sequence (P9WHR9 whole entry, looked up, the tested form may be a part): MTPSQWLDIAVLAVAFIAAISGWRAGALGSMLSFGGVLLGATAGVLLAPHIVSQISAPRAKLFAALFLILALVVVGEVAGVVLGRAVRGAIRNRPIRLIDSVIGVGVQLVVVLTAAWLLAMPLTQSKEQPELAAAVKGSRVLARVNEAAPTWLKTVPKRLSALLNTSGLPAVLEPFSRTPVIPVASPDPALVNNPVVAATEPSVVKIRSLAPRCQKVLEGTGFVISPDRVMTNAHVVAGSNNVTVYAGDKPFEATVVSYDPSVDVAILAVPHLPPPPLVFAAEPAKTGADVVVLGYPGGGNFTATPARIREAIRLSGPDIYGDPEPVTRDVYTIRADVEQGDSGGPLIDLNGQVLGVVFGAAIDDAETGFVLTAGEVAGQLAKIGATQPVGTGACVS
VHR inh abs = VHR1 phosphatase inhibitors, primary screen, biochemical, absorbance, uHTS | Dual specificity protein phosphatase 3 (Homo sapiens), P51452 | 290,000 compounds, 0.52% hits | recombinant VHR phosphatase, pNPP absorbance | AID 1654, 2009 | inhibition, % at 13.3 µM; in the data active means inhibition above about 50%; further: some compounds called inactive have numbers as strong as hits
Target sequence (P51452 whole entry, looked up): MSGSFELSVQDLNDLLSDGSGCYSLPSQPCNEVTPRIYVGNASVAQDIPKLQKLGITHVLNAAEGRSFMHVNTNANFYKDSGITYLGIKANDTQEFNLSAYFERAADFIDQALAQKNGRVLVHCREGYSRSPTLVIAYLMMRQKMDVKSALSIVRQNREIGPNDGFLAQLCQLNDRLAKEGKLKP
MazF activator = activators of E. coli MazEF toxin-antitoxin RNase, primary screen, biochemical, fluorescence, uHTS; Endoribonuclease toxin MazF (Escherichia coli (strain K12)), P0AE70; AID 504720, 2011; 350,000 compounds, 0.32% hits; FAM/BHQ RNA-DNA oligo cleavage fluorescence, 5 h; activation, % at 20 µM; in the data active means activation above about 50%
Target sequence (P0AE70 whole entry, looked up): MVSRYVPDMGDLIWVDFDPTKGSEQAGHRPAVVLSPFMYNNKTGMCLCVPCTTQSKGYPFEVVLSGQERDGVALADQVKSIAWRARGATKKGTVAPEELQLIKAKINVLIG
FadD28 FP inh = inhibitors of FadD28 bisubstrate probe binding, primary screen, biochemical, fluorescence polarization, single point; AID 588549, 2011; 360,000 compounds, 0.22% hits; inhibition, % at 12.5 µM; in the data active means inhibition above about 8.5%, passing the limit was not always enough; inconclusive means no clear call, values can overlap the other calls
CCHF vOTU inh = CCHFV vOTU protease inhibitors, primary screen, biochemical, Pep-AMC substrate, fluorescence | AID 651958, 2012 | inhibition, % at 11.5 µM | 370,000 compounds, 0.55% hits; further: 0% = vehicle wells with enzyme and 100% = no enzyme wells
UGM FP inh = M. tuberculosis UGM enzyme inhibitors, primary screen, biochemical, fluorescence polarization, single point; UDP-galactopyranose mutase (Mycobacterium tuberculosis (strain ATCC 25618 / H37Rv)), …; purified UGM, fluorescence polarization probe displacement; 320,000 compounds, 0.06% hits; inhibition, % at 10 µM; in the data active means inhibition above about 10%, passing the limit was not always enough; inconclusive means no clear call, values can overlap the other calls
GDH-TPI counter = GDH-TPI coupling enzyme inhibitors, primary screen, artefact control for M. tuberculosis FBA inhibitor project, biochemical, absorbance, full deck; GDH-TPI coupled enzyme counterscreen, NADH absorbance; inhibition, % at 4.8 µM; 360,000 compounds, 1.2% hits; AID 588335, 2011;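 further: 0% = DMSO wells and 100% = wells lacking the enzyme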
BoNT-F LC inh = BoNT/F light chain protease inhibitors, primary screen, biochemical, flow cytometry, MLPCN library; inhibition, % at 10 µM; 360,000 compounds, 0.22% hits; Botulinum neurotoxin type F light chain protease (Clostridium botulinum); Multiplex microsphere protease cleavage assay; AID 588497, 2011; in the data active means inhibition above about 35%, passing the limit was not always enough; inconclusive means no clear call, values can overlap the other calls; further: plate controls were buffer without enzyme for full effect and enzyme alone for no effect
FBA Mtb inh = Mtb FBA enzyme inhibitors, primary screen, biochemical, fluorescence, strain H37Rv; purified M. tuberculosis FBA, fluorescence read-out; Fructose-bisphosphate aldolase (Mycobacterium tuberculosis (strain ATCC 25618 / H37Rv)), …; AID 588726, 2011; inhibition, % at 1 µM; 360,000 compounds, 2.3% hits; in the data active means inhibition above about 27%;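 further: 0% = vehicle and 100% = reference inhibitor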
Target sequence (P9WQA3 whole entry, looked up): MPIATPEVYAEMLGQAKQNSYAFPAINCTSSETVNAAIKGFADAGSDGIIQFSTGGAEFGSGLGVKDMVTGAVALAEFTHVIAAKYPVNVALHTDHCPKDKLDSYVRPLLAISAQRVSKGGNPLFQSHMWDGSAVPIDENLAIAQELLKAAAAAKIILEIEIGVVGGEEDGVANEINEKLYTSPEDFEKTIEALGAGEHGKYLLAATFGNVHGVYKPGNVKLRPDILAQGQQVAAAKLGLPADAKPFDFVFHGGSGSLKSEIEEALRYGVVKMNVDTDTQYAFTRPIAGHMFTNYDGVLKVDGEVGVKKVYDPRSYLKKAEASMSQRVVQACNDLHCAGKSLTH
Mtb BioA inh = M. tuberculosis BioA enzyme inhibitors, primary screen, biochemical, plate reader, single point, HTS | inhibition, % at 9.99 µM | AID 602481, 2012 | purified M. tuberculosis BioA enzyme | 360,000 compounds, 0.096% hits | 7,8-diaminopelargonic acid synthase BioA (Mycobacterium tuberculosis); in the data active means inhibition above about 40%; inconclusive means no clear call, values can overlap the other calls
The depositor's hits bear a star; ? = inconclusive; · = no result given; & = joins results of further samples. Unless noted, no stated cut-off is given here; in the data, active means inhibition above about 30%; inactive means the rest.

compound,Rv3671c inh,VHR inh abs,MazF activator,FadD28 FP inh,CCHF vOTU inh,UGM FP inh,GDH-TPI counter,BoNT-F LC inh,FBA Mtb inh,Mtb BioA inh
O=C(CN1CCCCC1)NC(=O)Nc1ccccc1F,·,·,-6,-1.3,-10,·,-14,2,-1,-0.3
CN(CC(=O)Nc1cccc(F)c1)C(=O)c1cc(S(=O)(=O)N2CCN(c3ccccc3)CC2)ccc1Cl,-18,·,-5,-1.2,9,1.0,4,-8,2,-0.3
Cc1ccc(S(=O)(=O)CC(=O)N(CCCN(C)C)c2nc3ccc(C)cc3s2)cc1,7,·,13,-4.1,21,·,0,?,0,0.5
Cc1cc(/C=C(\C#N)C(=O)OCC#N)c(C)n1CC(C)C,-6,9,1,0.2,5,0.1,8,-7,1,3.7
COc1ccccc1CNC(=O)CN(c1ccc(C)cc1)S(=O)(=O)c1c(C)noc1C,-7,2,4,0.4,-9,-3.5,3,11,-1,-0.7
CCN(CC(=O)Nc1c(F)cccc1F)C(=O)C1CCN(S(=O)(=O)c2ccc(C)c(C)c2)CC1,-1,·,2,0.4,-11,0.2,-1,2,6,0.1
O=C(c1ccc(F)c(F)c1)N1CCC2(CC1)NCCc1[nH]cnc12,-3,29,12,-0.5,-4,1.4,6,7,2,-6.9
CN1C(=O)C(N=Nc2ccc([N+](=O)[O-])cc2)SC1=S (centres undefined),·,·,-1,-0.8,6,·,-7,0,-4,-0.2
CCN(CC)CCN(Cc1cc2cc(C)ccc2[nH]c1=O)C(=O)Nc1ccccc1OC,-3,24,1,-1.1,6,-1.1,5,0,5,-0.1
CCCc1cc(=O)[nH]c(SCc2cc(=O)oc3cc(C)c(C(C)C)cc23)n1,-4,-1,-4,-3.1,28,0.2,11,3,-1,·
Cc1ccc(-c2cc(-c3ccc(C)cc3O)[nH]n2)cc1,-8,-10,11,-0.6,9,-3.6,8,-38,0,-0.8
Cc1ccc2[nH]c(=O)c(CN(CCCN(C)C)C(=O)Nc3ccc(F)cc3)cc2c1,10,2,6,-1.8,-5,-1.0,4,3,-5,·
CC(C)(C)c1cc(C(=O)O)n[nH]1,1,16,-3,1.0,-12,0.3,6,-7,-1,-1.4
COC(=O)c1c[nH]n2c(=O)c(C(C)C)c(C)nc12,-12,38,-1,-1.0,-3,0.1,2,-7,4,2.5
Cc1cccc(/C=C/c2onc(C)c2S(=O)(=O)N2CCC(C(=O)N3CCCCCC3)CC2)c1,-14,33,1,-0.7,10,0.8,17,0,3,-2.4
O=C(Nc1nnc(SCc2cccc(F)c2)s1)c1ccco1,-6,4,8,-1.3,10,-0.3,0,0,3,·
N#C/C(C(N)=O)=c1/ccc2c(c1)N1C3=C(CCCC3)CC3CCCCC31N=2 (centres undefined),4,13,1,·,1,-1.7,·,·,·,34
C=CCn1c(SCC(=O)Nc2ccccc2CC)nnc1-c1ccncc1,3,21,8,-1.6,·,-4.7,1,0,3,·
CC(C)Cn1c(=S)[nH]c2ccccc2c1=O,3,6,7,-2.8,14,-2.7,-4,-1,0,·
CCCCOc1ccc(C)cc1CN(CCO)CCO,-4,-4,0,-4.8,-8,0.3,-9,-2,-2,-1.3
O=C(COC(=O)Cc1ccc(Cl)cc1Cl)NCc1ccccc1,·,·,-5,-2.4,-15,·,11,1,2,-0.5
CNS(=O)(=O)c1cc(OCC(N)=O)c(C)cc1Cl,3,23,0,1.3,3,-1.7,10,11,3,-0.5
O=C(CN1C(=O)c2ccccc2C1=O)N1CCN(c2ccccn2)CC1,-5,8,0,-1.8,-1,0.4,5,0,2,-1.9
N#CC(c1ccc(=O)[nH]n1)c1ccc(Cl)cc1Cl (centres undefined),-12,-6,10,-4.3,-10,2.8,3,-8,-2,·
Cc1ccc2nc(NC(=O)C3CC3C)sc2c1 (centres undefined),0,80,-10,2.5,13,1.4,-9,-11,4,0.0
Cc1c(N=NC2=C(O)CC(C)(C)CC2=O)cc2c(c1[N+](=O)[O-])C(C)(C)CC2(C)C,-2,34,4,-1.1,-1,4.7,9,?,1,-2.1
Cc1c(NC(=S)N/N=C/c2ccc(N(C)C)cc2)c(=O)n(-c2ccccc2)n1C,8,-1,-20,-1.1,-39,2.4,33*,-16,33*,·
CC(=O)Nc1nc(SCC(=O)NCC2CCCO2)[nH]c(=O)c1NC(=O)c1cccs1 (centres undefined),-4,4,-10,-0.4,6,-1.1,4,5,0,·
O=C(c1ccc(-n2cnnn2)cc1)N1CCN(C(c2ccccc2)c2ccccc2)CC1,9,14,-1,-3.1,-3,1.6,-3,2,1,2.1
O=C(C1=C[C@H](C2CCCCC2)C[C@H](OCCCCO)O1)N1CCOCC1,0,32,-2,0.1,-2,1.5,9,-4,4,0.8
Cc1ccc2c(c1)[C@H]1[C@H](CO2)[C@H](c2ccccc2)[C@]2(C)C(=O)Nc3cc(Cl)ccc3C(=O)N12,-12,·,-2,-11,·,0.3,8,4,-1,-0.5
COc1ccc(C(=O)N(Cc2cccs2)C2CCS(=O)(=O)C2)cc1 (centres undefined),11,26,2,-0.1,5,-0.4,6,-4,-1,2.6

Some of the entries so far, with values under each structure.
Order of values: Rv3671c inh	VHR inh abs	MazF activator	FadD28 FP inh	CCHF vOTU inh	UGM FP inh	GDH-TPI counter	BoNT-F LC inh	FBA Mtb inh	Mtb BioA inh
- CCCCOc1ccc(C)cc1CN(CCO)CCO
→ -4	-4	0	-4.8	-8	0.3	-9	-2	-2	-1.3
- O=C(COC(=O)Cc1ccc(Cl)cc1Cl)NCc1ccccc1
→ ·	·	-5	-2.4	-15	·	11	1	2	-0.5

Continuation:
compound,Rv3671c inh,VHR inh abs,MazF activator,FadD28 FP inh,CCHF vOTU inh,UGM FP inh,GDH-TPI counter,BoNT-F LC inh,FBA Mtb inh,Mtb BioA inh
CCOC(=O)C1CCN(Cc2ccc(F)c(Br)c2)CC1,-11,-10,-3,-4.4,-6,0.1,-9,-1,1,0.4
COc1ccc(CNC(=O)c2cc(-c3ccccc3O)n[nH]2)cc1,0,14,1,-1.3,-18,-2.1,1,-3,-1,-0.1
CCOC(=O)c1cnc2ccc(F)cc2c1Nc1ccc2c(c1)OCCO2,9,6,-22,-1.7,4,-0.4,9,0,-6,·
Cc1cc(C)n2nc(S(=O)(=O)N(C)c3ccccc3)nc2n1,-3,-2,-4,-2.8,1,0.5,5,-2,5,-1.3
S=C(NNC(=S)NC1CC2C=CC1C2)NC1CC2C=CC1C2 (centres undefined),-4,22,0,-2.9,6,-0.4,-11,-43,0,0.9
COc1ccccc1N1CCN(C(=O)c2cc3c(C)nc4ccccc4c3o2)CC1,-6,8,8,-2.4,5,-1.8,3,6,0,2.2
CCOC(=O)c1cc(S(=O)(=O)Nc2cccc(OC)c2)cn1C,-7,-4,4,-2.5,16,1.2,3,0,0,0.2
CCCS(=O)(=O)NC(=O)C1(C)CCN(C(=O)c2cccc(C(F)(F)F)c2)C1 (centres undefined),·,·,·,-1.3,19,·,7,-10,3,0.1
Cc1cc(=O)oc2cc(OCC(O)CN3CCc4ccccc4C3)ccc12 (centres undefined),5,32,-21,-2.2,-11,1.0,14,-7,50*,-0.3
Cn1c(=O)[nH]c(=O)c2c1nc(CN1CCN(c3cccc(Cl)c3)CC1)n2Cc1ccccc1Cl,-5,2,-131,-2.4,2,-1.0,-1,-8,3,0.1
COc1ccc(-c2nc(SCC(=O)N3CCCC3)n[nH]2)cc1,3,20,9,-0.5,6,-2.0,6,0,0,-1.4
Cc1ccc(C(=O)NCC(=O)OCC(=O)Nc2cc(C)c(C)cc2[N+](=O)[O-])cc1,1,2,3,-1.0,12,-0.9,10,-1,2,-1.1
CN(C)CCCNCCCNC(=O)c1ccco1,-6,-6,4&-6,-16&1.1,2&-2,-0.2,-8&6,-2,-2&0,0.4
O=C(COc1cccc2cccnc12)NNC(=O)Nc1ccccc1,2,32,5,-3.0,-5,-0.5,-15,4,-1,·
Cc1sc(NC(=O)Cc2ccc3c(c2)OCO3)nc1-c1ccc2c(c1)CCN2C(=O)c1ccccc1F,-29,30,-3,-1.5,6,-1.2,23,-16,2,-0.1
O=C(c1ccc(Cl)s1)N1CCN(c2nc3ccccc3s2)CC1,-6,5,-27,-2.0,-3,0.0,0,5,0,4.8
COc1cc(CNc2ccc(N3CCCC3)cc2)cc(Cl)c1OC,-11,28,-1,-0.5,-4,0.9,8,-72,1,·
CCCn1nc(C(=O)Nc2cc(C(=O)OC)ccc2C)c2ccccc2c1=O,-2,2,0,-2.1,0,0.4,5,5,-1,-0.4
Cc1noc(N)c1C(=O)Nc1ccc(F)cc1,16,13,1,-2.6,12,3.2,4,2,1,-1.2
O=C(Nc1ccccc1N1CCCC1)c1cccc(S(=O)(=O)N2CCOCC2)c1,5,·,9,-1.0,2,-0.4,1,·,-3,-0.7
O=C(Cc1ccccc1)N1CCC(c2ccccc2)C1 (centres undefined),1,4,6,-0.2,0,2.1,-1,?,1,·
COc1cccc(CN2CCN(S(=O)(=O)c3ccc(Cl)s3)CC2)c1,1,2,-1,-0.8,18,7.3,12,5,6,-6.0
O=C(O)C1CC(O)CN1S(=O)(=O)c1ccc2ccccc2c1 (centres undefined),-1,·,2,0.7,1,0.2,-2,2,3,-0.2
Cc1cc(N2CCCC2)nc(-c2ccccc2O)n1,-3,23,-1,-1.4,5,-3.1,2,0,3,·
CCN(CC(=O)Nc1c(F)cccc1F)C(=O)C1CCC1,1,·,-3,1.2,4,1.9,1,2,-3,-1.7
CC(=O)c1ccc(N/C=C\C(=O)c2ccc(C)cc2)cc1,-3,6,-7,-3.7,-22,0.6,4,1,4,·
C/C(Cn1nc([N+](=O)[O-])cc1C)=N\NC(=O)c1ccc(O)cc1O,19,34,-6,-3.2,7,1.0,18,-9,-2,-1.1
O=C(COC(=O)c1cccc(Cl)c1Cl)NCCN1C(=O)CSC1=O,-1,-2,-12,-1.6,6,-0.6,-1,-2,0,·
COc1cc(C(=S)N2CCCC2)ccc1OCC(N)=O,-5,18,5,-1.3,-3,1.9,5,-24,0,0.7
CCc1nn(CCCC(=O)NCc2ccccc2C)c(=O)c2cc3occc3n12,-10,35,-5,-0.9,-10,2.5,3,1,3,1.6
C[C@@H]1CN([C@H](C)CO)S(=O)(=O)c2ccc(C#Cc3ccccc3F)cc2O[C@@H]1CN(C)C(=O)Cc1ccccc1,·,·,-4,-3.0,1,·,6,-2,-2,-0.4&-0.6
COc1cc(/C=N/NC(=O)COc2cccc(F)c2)ccc1OS(=O)(=O)c1ccc(C)cc1,-67,-3,-5,-1.2,-1,-2.4,18,-5,-6,-0.3
O=C(Cn1cncn1)NCCCc1ccccc1,-9,6,3,-0.6,10,-2.0,4,-7,6,·
COc1ccc(C(=O)C2CC2)cc1,·,·,1,-1.5,9,·,8,5,2,-0.2
CN(C)c1ccc(C(CNC(=O)c2ccc(-c3ccccc3)cc2)N2CCOCC2)cc1 (centres undefined),2,·,·,-1.6,-3,-0.8,8,-4,1,1.1
